Compound activity (PubChem)
RAM inhibit – blocks the yeast RAM network; inhibition, % at 50 µM; AID 868; 1.8% of 190,000 active; S. cerevisiae dse1pr::URA3 reporter, 5-FOA growth OD615, 2 d; analog-sensitive cbk1-as2 kinase mutant strain;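 active = inhibition above a set limit, 3 SD over mean compound inhibition, cut at about 8.4% in these data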;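 note: 0% = DMSO-only wells with no growth and 100% = 10 µM 1-NA-PP1 full growth; inhibition rescues growth on 5-FOA so higher OD means more RAM inhibition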
PPARg SRC-2 ag – promotes SRC-2 coactivator recruitment by human PPARgamma. PPARgamma LBD-SRC-2 recruitment, biochemical. 0.34% of 200,000 active. activation, % at 8 µM. AID 1032. P37231; in the data active = activation above about 22%;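 note: 0% = vehicle and 100% = reference agonist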
Target sequence (P37231 whole entry, looked up, the tested form may be a part): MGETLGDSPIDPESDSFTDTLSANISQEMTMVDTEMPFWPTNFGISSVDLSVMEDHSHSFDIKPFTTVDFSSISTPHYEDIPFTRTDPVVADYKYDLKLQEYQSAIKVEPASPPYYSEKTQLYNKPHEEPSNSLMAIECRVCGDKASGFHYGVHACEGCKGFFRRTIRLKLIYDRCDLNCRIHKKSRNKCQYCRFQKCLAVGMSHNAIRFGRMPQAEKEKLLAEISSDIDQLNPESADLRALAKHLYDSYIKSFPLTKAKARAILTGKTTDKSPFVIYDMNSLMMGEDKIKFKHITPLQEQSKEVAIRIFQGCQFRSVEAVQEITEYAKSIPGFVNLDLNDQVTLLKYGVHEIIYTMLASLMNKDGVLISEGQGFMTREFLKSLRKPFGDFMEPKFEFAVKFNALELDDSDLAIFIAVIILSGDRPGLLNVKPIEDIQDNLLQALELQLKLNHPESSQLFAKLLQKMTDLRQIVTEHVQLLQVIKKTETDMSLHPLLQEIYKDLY
SRC2 TRFRET art – flags TR-FRET format artefacts in PPARgamma SRC-2 recruitment agonist screen. TR-FRET artefact counter-screen; hits give high values. TR-FRET ratio at 8 µM. 0.4% of 200,000 active. AID 1049; in the data active = TR-FRET ratio above about 2000; note: inactives centre near 1500
HMGR II inh – E. faecalis class II HMG-CoA reductase inhibition. purified E. faecalis HMGR, NADPH absorbance 340 nm kinetic. inhibition, % at 10 µM. 0.41% of 190,000 active. AID 1066;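 active = inhibition above a set limit, the median over all tested compounds plus 3 SD, cut at about 9.5% in these data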;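 note: enzyme runs in reverse so mevalonate oxidation gives rising NADPH absorbance; 0% = complete reaction with DMSO and 100% = background rate lacking mevalonate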
Lmaj promast – inhibitors of Leishmania major promastigote growth; inhibition, % at 10 µM; 9% of 200,000 active; Leishmania major promastigotes, resazurin fluorescence viability; in the data active = inhibition above about 50%;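 note: promastigotes grown with compound for 44 hours at 28 °C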
bIAP inh – intestinal alkaline phosphatase (bovine) inhibition; purified bovine IAP, CDP-star luminescence, 30 min; inhibition, % at 20 µM; AID 1019; 190,000 tested, under 10 active;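 active = over 50% inhibition of intestinal alkaline phosphatase at 20 µM in the single-dose screen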
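test system = bovine IAP enzyme | medium = DEA buffer 100 mM, pH 9.8, with MgCl2 1.0 mM, ZnCl2 0.02 mM | detection = luminescence | dosing = single compound dose of 20 µM, 2% DMSO final | incubation = 30 min reaction at room temperature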
ROMK mod – human ROMK K+ channel modulation, primary screen; Tet-inducible ROMK, thallium flux fluorescence; actives lie on both sides; B-score at 10 µM; 2% of 130,000 active;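 active = signal ratio slope over the read window, or its plate-corrected B-score, at least 3 SD from the plate mean, either direction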;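 note: B-score of the F/F0 ratio slope over 7 to 12 s after thallium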
Target sequence (P48048 whole entry, looked up): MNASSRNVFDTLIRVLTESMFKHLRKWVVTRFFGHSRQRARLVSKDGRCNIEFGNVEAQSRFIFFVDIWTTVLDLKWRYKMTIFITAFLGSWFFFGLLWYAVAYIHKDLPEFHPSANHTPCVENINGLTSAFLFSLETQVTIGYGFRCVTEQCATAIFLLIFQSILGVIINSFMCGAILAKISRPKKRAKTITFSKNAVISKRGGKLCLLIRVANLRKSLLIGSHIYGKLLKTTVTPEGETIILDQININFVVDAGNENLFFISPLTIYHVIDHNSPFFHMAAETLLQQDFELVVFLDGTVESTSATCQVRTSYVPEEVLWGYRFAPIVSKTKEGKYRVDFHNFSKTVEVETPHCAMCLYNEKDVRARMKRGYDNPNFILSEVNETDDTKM
PPARg SRC-3 ag – agonists of human PPARgamma SRC-3 coactivator recruitment; P37231; biochemical PPARgamma/SRC-3 coactivator recruitment assay; activation, % at 8 µM; 0.26% of 200,000 active; in the data active = activation above about 23%;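 note: 0% = DMSO and 100% = reference agonist; some compounds past the cut are filed as inactive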
S1P3 antag – blocks the human S1P3 receptor | Q99500 | CHO S1P3 NFAT-BLA reporter, FRET fluorescence, antagonist mode | inhibition, % at 4.98 µM | 0.27% of 170,000 active | AID 485;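 active = inhibition above the plate cutoff, the mean inhibition of test wells on that plate plus 3 SD, cut at about 28% in these data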;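 note: cells challenged with S1P at its EC80 of 0.8 µM; blue over green emission ratio from cleaved BLA substrate after 4 h stimulation; 0% = S1P-stimulated wells and 100% = unstimulated DMSO-only wells; some compounds past the cut are filed as inactive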
PPARg SRC1 recr – PPARgamma-driven SRC-1 recruitment agonism; PPARgamma-SRC-1 coactivator recruitment biochemical assay; activation, % at 8 µM; 0.41% of 200,000 active; in the data active = activation above about 19%;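 note: 0% = DMSO and 100% = reference agonist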
Redox H2O2 prof – compounds producing H2O2 with reducing agent – biochemical, NIH compound library profiling, artefact control for MLSCN library redox annotation, primary screen | DTT-dependent redox cycling H2O2, phenol red/HRP absorbance; 100% = 100 µM peroxide control, 0% = buffer | activation, % at 10 µM | 0.03% of 200,000 active;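 active = activation of at least 50% relative to the plate's high and low controls in the primary single-dose screen; inactive = activation below 50%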;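 note: compound incubated with DTT at 0.8 mM final as the reducing agent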
An asterisk follows results filed as active; . = not tested or not shown; & = joins results of further samples.

entry	canonical_smiles	RAM inhibit	PPARg SRC-2 ag	SRC2 TRFRET art	HMGR II inh	Lmaj promast	bIAP inh	ROMK mod	PPARg SRC-3 ag	S1P3 antag	PPARg SRC1 recr	Redox H2O2 prof
1	O=C(O)CCc1nn2c3ccccc3nc2n(Cc2ccccc2)c1=O	1.6	-4	1656	1	6	6	1.7	0	-18	5	-0.5
2	COc1cccc(CN2CCCC(CNC(=O)c3ccc(F)cc3)C2)c1OC (stereo not drawn)	0.9	13	1564	0	-1	-4	0.42	4	-22	9	-0.5
3	CC1(C)CC(CC(=O)O)(c2ccc(Cl)cc2)CCO1 (stereo not drawn)	-0.2	14	1552	-3	-4	0	0.051	9	.	2	0.0
4	Cc1noc(NS(=O)(=O)c2ccc(N/C=C\C(=O)c3ccncc3)cc2)c1C	4.5	5	1521	-4	0	14	0.29	-5	.	0	0.1
5	Cc1ccc(-n2ncc3c(=O)n(CC(=O)N4CCN(c5ccccc5F)CC4)cnc32)cc1C	6.4	7	1559	5	-5	4	0.45	7	.	-4	4.7
6	Cn1c(C(=O)N2CCOCC2)cnc1Sc1ncc(C(F)(F)F)cc1Cl	1.6	22*	1743	3	-7	4	0.98	10	.	-1	0.3
7	Fc1ccc(NC(=S)Nc2cccnc2)c(F)c1F	1.2	-6	1572	-14	10	16	-0.14	-1	-11	-2	-1.1
8	O=C(O)c1ccc(-n2nc(C(F)(F)F)c3c2CCCC3)cc1	1.5&1.1	16&-11	1778&1535	-11&-3	-3&-9	0&4	1.7&0.26	2&-12	3	14&-4	-0.2&-1.3
9	Fc1ccccc1-c1nc(-c2ccc(Cl)cc2)no1	.	9	1479	.	-5	.	.	15	.	4	-4.4
10	COc1ccc(OCC(=O)Nn2c(-c3ccc(C)cc3)nc3ccccc3c2=O)cc1	3.9	14	1778	-1	4	17	0.27	2	2	0	0.1
11	Cc1ccc(S(=O)(=O)N(C)CC(=O)NC2CC(C)(C)NC(C)(C)C2)cc1	1.3	7	1668	-5	-6	1	.	-5	-15	4	3.3
12	CCNc1ccc(S(=O)(=O)N(C)C)cc1NCC(=O)Nc1ccc(Br)cc1F	3.1	11	1600	-2	72*	2	-3.2*	7	-12	0	-0.5
13	CCOC(=O)CNC(=O)N1CCCC(C(=O)c2ccc3c(c2)OCO3)C1 (stereo not drawn)	1.2	2	1566	-1	-4	1	0.2	-2	-11	0	0.3
14	C=COCCNC(=S)N1CCOCCOCCN(C(=S)NCCOC=C)CCOCC1	1.1	-10	1456	2	0	-12	0.25	-4	-7	-2	-0.1
15	O=c1c2ccccc2oc2nc(-c3ccco3)n(-c3ccccc3)c(=O)c12	1.1	-8	1386	0	7	17	.	-5	1	4	0.5
16	CCC(CC)NC(=O)COC(=O)c1ccc(NS(=O)(=O)c2ccc3c(c2)OCCO3)cc1	2.6	2	1720	-3	2	-7	0.93	6	.	0	0.3
17	CCCC(C)C(=O)Nc1ccc2c(c1)OCCO2 (stereo not drawn)	2.0	-2	1542	-3	-5	9	0.14	5	-4	6	1.0
18	O=C(OCc1cccc([N+](=O)[O-])c1)c1ccc2ccccc2n1	9.6*	-2	1488	-4	-5	-12	-0.089	0	-14	2	-0.2
19	CC1(C)CC(=O)c2c(O)cc(OCc3ccc([N+](=O)[O-])cc3)cc2O1	6.8	7	1492	-1	-6	7	.	-8	.	-7	1.2
20	Cc1c(OCc2ccc(C(=O)O)o2)ccc2c3c(c(=O)oc12)CCC3	9.4*	2	1504	-8	-9	8	.	5	-27	0	-2.7
21	O=C(c1ccccc1NS(=O)(=O)c1cccs1)N1CCOCC1	-0.6	7	1571	-1	-2	.	.	0	-12	6	3.5
22	O=C(NCc1cccnc1)c1cc(Sc2cccc(Cl)c2)nc2ccccc12	-1.6	-7	1491	1	68*	6	-1.1	2	-5	-3	0.5
23	CCN(CC)S(=O)(=O)c1ccc(NC(=O)CC(NC(C)=O)c2ccccc2)cc1 (stereo not drawn)	1.0	7	1534	1	0	-14	0.74	6	.	2	0.1
24	CC(=O)c1cccc(-n2nnnc2SCC(=O)N2CCCC2)c1	0.8	0	1600	0	22	7	1.5	-13	-4	-5	2.6
25	O=C1CN(C(=O)c2ccc(F)c(S(=O)(=O)N3CCOCC3)c2)c2ccccc2N1	-0.5	0	1617	-8	-3	-10	0.66	-1	4	5	-1.5
26	COc1cc(C(N)=O)cc(Br)c1OCc1ccccc1	0.9	0	1526	-1	10	39	-0.3	-2	-4	0	-0.2
27	COc1ccc(/C=C/C(=O)N2CCN(S(=O)(=O)c3ccccc3)CC2)cc1OC	0.4	9	1829	-7	7	-2	-0.034	-2	-8	5	-0.1
28	O=C(/C=C/c1cccs1)Nc1nc(-c2ccccc2)cs1	3.7	-1	1570	-2	5	18	.	-2	.	2	1.4
29	O=C(NCCn1cc(SCc2ccc(F)cc2)c2ccccc21)c1c(F)cccc1F	5.0	-7	1431	-8	1	17	-0.021	-4	6	2	0.8
30	CCC(=O)Nc1nc(C)c(Oc2ccccc2)c(=O)[nH]1	-0.5	4	1546	1	-12	-4	0.11	2	.	3	0.2

2 entries drawn at random from those above, as already listed:
entry	canonical_smiles	RAM inhibit	PPARg SRC-2 ag	SRC2 TRFRET art	HMGR II inh	Lmaj promast	bIAP inh	ROMK mod	PPARg SRC-3 ag	S1P3 antag	PPARg SRC1 recr	Redox H2O2 prof
28	O=C(/C=C/c1cccs1)Nc1nc(-c2ccccc2)cs1	3.7	-1	1570	-2	5	18	.	-2	.	2	1.4
26	COc1cc(C(N)=O)cc(Br)c1OCc1ccccc1	0.9	0	1526	-1	10	39	-0.3	-2	-4	0	-0.2

(further entries)
entry	canonical_smiles	RAM inhibit	PPARg SRC-2 ag	SRC2 TRFRET art	HMGR II inh	Lmaj promast	bIAP inh	ROMK mod	PPARg SRC-3 ag	S1P3 antag	PPARg SRC1 recr	Redox H2O2 prof
31	Cc1ccc(/C=N/NC(=O)c2ccco2)s1	-0.1	-1	1477	-4	0	2	0.035	2	.	-1	-8.3
32	NS(=O)(=O)c1ccc(NC(=O)N2c3ccccc3Sc3ccccc32)cc1	9.4*	-1	1456	1	-2	3	1.3	7	.	3	-3.4
33	COc1ccc(CN2CCCCC2C(=O)Nc2ccc(OC)c(OCC(C)C)c2)cc1OC (stereo not drawn)	0.1	-3	1373	-8	0	12	.	-3	.	-9	3.5
34	Oc1ccccc1-c1cc(-c2ccccc2Cl)[nH]n1	6.0	5	1572	0	15	-3	.	6	2	2	1.9
35	O=C(CCSc1ccc(Cl)cc1)NCc1ccncc1	1.7	10	1711	-6	-10	-16	-0.016	3	-4	-1	-0.2
36	CCn1c(COc2cccc3cccnc23)nnc1SC(F)F	2.4	6	1736	2	83*	-2	0.0098	4	12	0	-0.3
37	c1coc(C2Nc3cccc4cccc(c34)N2)c1	7.4	1	1553	-2	50	31	-1	8	-36	17	1.2
38	Cn1cnc([N+](=O)[O-])c1Oc1ccc2ccccc2c1	4.5	-4	1550	-6	81*	0	-0.49	6	2	3	-0.5
39	CCCn1c(SCC(N)=O)nc2c(c1=O)C1(CCCC1)Cc1ccccc1-2	1.9	4	1535	0	5	1	-1.9	1	.	0	-0.1
40	C[C@@H]1C[C@@H]2O[C@H]2/C=C\C=C\C(=O)Cc2c(Cl)c(O)cc(O)c2C(=O)O1	-0.6	11	1732	1	100*	8	.	2	-13	8	-0.2
41	Cc1csc(NC(=O)c2cc([N+](=O)[O-])cc([N+](=O)[O-])c2)n1	4.0	-5	1350	3	94*	-5	0.13	0	-25	-5	0.0
42	Cc1ccc(NC2=C(Cl)C(=O)OC2NC(=O)c2ccccc2)cc1 (stereo not drawn)	9.3*	3	1472	-3	4	14	.	-3	.	-1	0.7

No new results follow: an excerpt of the list.
entry	canonical_smiles	RAM inhibit	PPARg SRC-2 ag	SRC2 TRFRET art	HMGR II inh	Lmaj promast	bIAP inh	ROMK mod	PPARg SRC-3 ag	S1P3 antag	PPARg SRC1 recr	Redox H2O2 prof
1	O=C(O)CCc1nn2c3ccccc3nc2n(Cc2ccccc2)c1=O	1.6	-4	1656	1	6	6	1.7	0	-18	5	-0.5
2	COc1cccc(CN2CCCC(CNC(=O)c3ccc(F)cc3)C2)c1OC (stereo not drawn)	0.9	13	1564	0	-1	-4	0.42	4	-22	9	-0.5
3	CC1(C)CC(CC(=O)O)(c2ccc(Cl)cc2)CCO1 (stereo not drawn)	-0.2	14	1552	-3	-4	0	0.051	9	.	2	0.0
4	Cc1noc(NS(=O)(=O)c2ccc(N/C=C\C(=O)c3ccncc3)cc2)c1C	4.5	5	1521	-4	0	14	0.29	-5	.	0	0.1
5	Cc1ccc(-n2ncc3c(=O)n(CC(=O)N4CCN(c5ccccc5F)CC4)cnc32)cc1C	6.4	7	1559	5	-5	4	0.45	7	.	-4	4.7
6	Cn1c(C(=O)N2CCOCC2)cnc1Sc1ncc(C(F)(F)F)cc1Cl	1.6	22*	1743	3	-7	4	0.98	10	.	-1	0.3
7	Fc1ccc(NC(=S)Nc2cccnc2)c(F)c1F	1.2	-6	1572	-14	10	16	-0.14	-1	-11	-2	-1.1
8	O=C(O)c1ccc(-n2nc(C(F)(F)F)c3c2CCCC3)cc1	1.5&1.1	16&-11	1778&1535	-11&-3	-3&-9	0&4	1.7&0.26	2&-12	3	14&-4	-0.2&-1.3
9	Fc1ccccc1-c1nc(-c2ccc(Cl)cc2)no1	.	9	1479	.	-5	.	.	15	.	4	-4.4
10	COc1ccc(OCC(=O)Nn2c(-c3ccc(C)cc3)nc3ccccc3c2=O)cc1	3.9	14	1778	-1	4	17	0.27	2	2	0	0.1
11	Cc1ccc(S(=O)(=O)N(C)CC(=O)NC2CC(C)(C)NC(C)(C)C2)cc1	1.3	7	1668	-5	-6	1	.	-5	-15	4	3.3
